mlh1 rad18: NCI yeast anticancer drug screen, S. cerevisiae mlh1 rad18 strain; % growth inhibition at 50 µM; 79,000 tested, 11% active;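 note: 0% = growth of vehicle-only cultures of the same strain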
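Yeast w/ defined DNA-repair lesions; compound exposure; growth vs vehicle controls → % inhibition.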
bub3: NCI yeast anticancer drug screen, S. cerevisiae bub3 mutant strain; 78,000 tested, 9.9% active; AID 167, 2004; growth inhibition, % at 50 µM;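 note: 0% = growth of vehicle-only cultures of the same strain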
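Mutant yeast screening strain plus compound; vehicle-treated cultures serve as the 0% inhibition reference.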
cln2 rad14: NCI yeast anticancer drug screen, S. cerevisiae cln2 rad14 strain; % growth inhibition at 50 µM; 78,000 tested, 8.3% active;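 note: 0% = growth of vehicle-only cultures of the same strain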
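Yeast strain cln2 rad14, bearing defects in cell cycle control and DNA repair, serves as the test system; values reflect growth inhibition compared with vehicle.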
mec2-1: NCI yeast anticancer drug screen, S. cerevisiae mec2-1 strain. % growth inhibition at 50 µM. 79,000 tested, 9% active. AID 157, 2004;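 note: 0% = growth of vehicle-only cultures of the same strain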
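Compounds were applied to mec2-1 yeast cells. Their growth was then compared with that of vehicle-treated cultures to give growth inhibition.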
sgs1 mgt1: NCI yeast anticancer drug screen, S. cerevisiae sgs1 mgt1 strain. growth inhibition, % at 50 µM. AID 161, 2004. 78,000 tested, 10% active;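 note: 0% = growth of vehicle-only cultures of the same strain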
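This yeast growth screen uses a strain with defined DNA-repair lesions; compound-treated growth is compared with vehicle-treated growth.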
yeast rad50: NCI yeast anticancer drug screen, S. cerevisiae rad50 strain. 79,000 tested, 10% active. growth inhibition, % at 50 µM;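 note: 0% = growth of vehicle-only cultures of the same strain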
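Inhibition values express reduced yeast growth in compound-treated cultures relative to vehicle-treated controls.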
* marks the source's active call; other numbers are inactive results; & = joins results of further samples. Cut-off read from the data, not from the text of the source: active = growth inhibition above about 70%; inactive = the rest.

molecule | mlh1 rad18 | bub3 | cln2 rad14 | mec2-1 | sgs1 mgt1 | yeast rad50
CN(C)c1ccc(/C=C(\C#N)c2ccc(Br)cc2)cc1 | 9 | 24 | -8 | -4 | 0 | -4
NC(=O)C(C(N)=O)c1ccnc2ccccc12 | 11 | -2 | -17 | -3 | -16 | 9
CC(=O)c1cccc(NC(=O)Nc2ccc(S(N)(=O)=O)cc2)c1 | 1 | 24 | 0 | 21 | 6 | 4
O=C(NC(CO)Cc1ccccc1)OCc1ccccc1 (centres undefined) | -8 | 8 | 5 | -5 | 0 | -4
COc1ccc(C2N3CCCCC3[C@@H]3c4[nH]c5ccccc5c4CCN23)c(OC)c1 (some centres undefined) | -10 | -5 | 6 | -24 | -27 | -30
CSc1ccc(C)cc1 | 27 | -9 | -22 | -15 | -24 | 31
NC1=Nc2ccccc2Sc2nncn21 | -4 | 0 | -11 | -44 | -11 | -18
CCOC(=O)C(/C(=N\NC(=O)OC)C(=O)Nc1cc(OC)ccc1OC)c1cnc2ccccc2n1 (centres undefined) | 1 | 15 | 19 | -3 | -45 | -6
Cc1cc(C)c(C#N)c(SCC(=O)c2sc3c(C#N)c(C)cc(C)[n+]3c2[O-])n1 | 3 | -14 | 3 | -24 | -19 | -9
CN(C)c1ccc(N)c(Cl)c1 | -14 | 4 | -20 | -13 | -21 | -16
N#Cc1c(C(=O)NN)c2c(-c3ccc4ccccc4c3)n[nH]c(=O)c2[nH]c1=O | 43 | 7 | 4 | 23 | 30 | 20
C/C=C/C(C/C=C(\C)CO[Si](C)(C)C(C)(C)C)O[Si](C)(C)C(C)(C)C (centres undefined) | 3 | 5 | -8 | -14 | -6 | 1
CC(C)(C)c1cc(O)c(C(=O)O)cc1O | 34 | -4 | 18 | 30 | 45 | 40
C=CC[N+](C)(CC=C)CC[N+](C)(CC=C)CC=C | -18 | 2 | -44 | 1 | -15 | -15
Nc1ccnc(Sc2ncccc2[N+](=O)[O-])n1 | 1 | 8 | -48 | -8 | -6 | 1
O=[N+]([O-])c1nccn1COCCI | 52 | 8 | 3 | 15 | 0 | 7
CCOC(=O)/C(C#N)=C/C=C1C=CN(C)C=C1 | -10 | 0 | -31 | -4 | -1 | 9
Cc1cc(C)c(C(=O)C(C)C(c2ccccc2)c2ccc(Cl)cc2)c(C)c1 (centres undefined) | -2&-15 | -11&-9 | -3&18 | -6&-19 | -16&-13 | -15&-16
O=C1Nc2cccnc2NC2=C1CSC2 | -12 | 10 | -10 | -4 | -13 | -37
CN(C(=O)CSC(N)=O)c1ccccc1 | 60 | 70 | 47 | 21 | 62 | 63
O=C1CCCCCCCCCCCCCCCCC1 | -14 | -2 | -7 | -6 | -11 | -13
[N-]=[N+]=NC(=O)C1C(c2ccccc2)=C1c1ccccc1 | -10 | 28 | 24 | 7 | 0 | 45
COc1cccnc1/C=N/NC(N)=S | 72* | 75* | 49 | 70 | 74* | 70
COc1cc(CC(=O)O)ccc1OC(C)=O | -6 | 1 | -25 | 3 | -17 | 4
CN(C)CCCNc1cc(O)c2c(c1O)C(=O)c1ccccc1C2=O | 99* | 98* | 95* | 98* | 98* | 99*
O=C(CBr)c1cc(-c2ccc(Cl)cc2)nc2c(-c3ccccc3)cccc12 | 14 | 2 | 49 | 1 | 28 | 14
COc1cccc(N2C(Cl)C(=O)C2c2c[nH]c3ccccc23)c1 (centres undefined) | -47 | -29 | -23 | -37 | -48 | -31
c1ccc(N2CCN(C(c3cccs3)N3CCN(c4ccccc4)CC3)CC2)cc1 | 19 | -6 | -4 | 9 | 1 | 7
COc1cccc(C(=O)OCCC(C)C)c1O | 2 | -10 | -6 | 2 | 1 | -5
O=C1NC2(CCCCC2)C(OCCO)C12CCCCC2 (centres undefined) | -22 | -13 | 16 | -8 | -20 | -11
Nc1ccn(C2OC(CO)C3[O][Sn]([c]4ccccc4)([c]4ccccc4)[O]C32)c(=O)n1 (centres undefined) | 95* | 96* | 92* | 96* | 86* | 95*
O=C(NC(=O)c1ccccc1O)c1ccccc1 | -11 | -20 | 0 | 5 | -15 | -5
CC(=O)/C=C(\C)NCCN/C(C)=C/C(C)=O | -14 | -4 | 13 | -23 | -1 | -20
C[n+]1c(/C=C/c2ccccc2Cl)ccc2ccccc21 | 99* | 99* | 99* | 99* | 99* | 99*
Nc1ccc(CC(=O)O)cc1 | 0 | 7 | -47 | -11 | -26 | 29
N=C(N)SCc1cc(Cl)cc(Cl)c1O | 80* | -9 | -2 | -2 | 16 | 55
CN1C(=O)CC(c2ccc(Cl)cc2)C1=O (centres undefined) | 3 | -4 | 2 | 21 | -1 | 21
C=CCNS(=O)(=O)c1ncnc2nc[nH]c12 | 37 | -43 | -6 | -11 | 5 | -5
CCCCCCC(=O)/C=C/c1cccc(OCc2ccc(Cl)cc2)c1 | -6 | 9 | -5 | -8 | -20 | -18
CCCCCCCCCCCCSC(=S)c1c(C)[nH]n(CCCCCCCCCCCC)c1=O | 13 | 22 | 26 | 26 | 42 | 40
CCc1ccc2ccccc2c1N | 15 | 0 | -2 | 8 | 6 | 21
O=c1[nH]c(=S)[nH]c2c1CCCN2 | -18 | -14 | -6 | -15 | -27 | -2
[O-][n+]1ccncc1Cl | 7 | 19 | 1 | -1 | -3 | -1
CN1C(=O)/C(=C2\SC(=O)N(CN3CCOCC3)C2=O)c2ccccc21 | 2 | -39 | -8 | -33 | -40 | -6
CC(C)(C)C1=NC(=S)SC2=NC(=O)C3(NN21)c1ccccc1-c1ccccc13 | 95* | 91* | 63 | 74* | 87* | 91*
CCC(C(=O)O)C(C)(C)O (centres undefined) | -15 | -1 | 7 | -11 | -8 | -11
COC1=CCC=C(C(C)(C)C)C1 | 22 | -12 | -32 | -23 | -10 | -46
Cc1ccc2[nH]c3c(c2c1)[n+]([O-])c1ccccc1[n+]3[O-] | 0 | 37 | -22 | 36 | 6 | -17
N#Cc1nnn2c1nc(N)c1c(Cl)cccc12 | -8 | -12 | 0 | -17 | -5 | 1
C[CH2][Sn]([CH2]C)([O]C(=O)C(OC(C)=O)c1ccccc1)[O]C(=O)C(OC(C)=O)c1ccccc1 (centres undefined) | 18 | 54 | -23 | 35 | 20 | 38
CCNC(=O)NNc1ncnc2c1c(-c1ccc(Cl)cc1)cn2-c1ccc(C)cc1 | 97* | 40 | 97* | 98* | 98* | 97*
C/C(=C/C(=O)Nn1c(Cc2ccccc2)n[nH]c1=O)C(=O)O | -2 | -14 | 16 | -9 | 12 | -21
CSCCC(NC(=O)C(CO)NC(=O)OCc1ccccc1)C(=O)O (centres undefined) | 2 | -5 | -9 | 19 | -3 | -15
c1ccc2c(c1)cc1n2CC2CN=NC12 (centres undefined) | 10 | -6 | 12 | 14 | -27 | -6
COCC(C)OC(=O)COc1ccccc1 (centres undefined) | -7 | -4 | -47 | -22 | -10 | 1
Cc1ccc(/C=C2\CN(C)CC3=C2NC(=S)NC3c2ccc(C)cc2)cc1 (centres undefined) | 58 | 20 | 17 | 4 | 31 | 30
CCOC(=O)c1c(SC(=O)c2ccc(OC)cc2)n(-c2ccccc2)c(=S)n(-c2ccccc2)c1=O | 13 | 17 | 9 | 1 | 4 | 16
CCCCCCCCCCCC(=O)Nc1ccc2ccccc2c1 | -7 | 15 | -12 | -11 | 13 | -3
O=C(COC(=O)C1CCCCCCC1)c1ccc(Br)cc1 | -16&-16 | -15&1 | -7&9 | -6&12 | -20&21 | -18&-2
CCCCCCCCCCCCCCCCCCNC(=S)/N=C\C1=C(O)c2ccccc2C1=O | 53 | 70 | 26 | 37 | 71* | 60

Next results
molecule | mlh1 rad18 | bub3 | cln2 rad14 | mec2-1 | sgs1 mgt1 | yeast rad50
NCC(=O)NC(CO)C(=O)NCC(=O)Oc1ccc([N+](=O)[O-])cc1 (centres undefined) | 28 | 7 | 19 | 14 | 17 | 34
C/C(=C\c1ccccc1Cl)c1ccccn1 | 83* | 97* | -44 | 90* | 81* | 86*
C/C(N=NC(=S)N1CCCC(C)C1)=C1\C=CC=CN1O (centres undefined) | 7 | -13 | -33 | -14 | -2 | -2
NC(=S)NN=C1CCCC1 | 8 | -2 | -20 | -6 | 5 | 2
Cc1cc(C2CCCCC2)n(O)c(=O)c1 | 99* | 99* | 99* | 99* | 100* | 99*
Nc1nc2nc(C(=O)O)c(=S)[nH]c2c(=O)[nH]1 | -8 | 8 | -11 | 4 | 2 | 11
Nc1ccc2nc3n(c(=O)c2c1)CCCCC3 | 11 | 1 | 23 | -11 | 1 | -25
CCCCCCC(C)CC1=C(O)c2ccccc2C(=O)C1=O (centres undefined) | 5 | 14 | -38 | 8 | -2 | -18
O=C1NC(c2ccco2)N2C(=O)NC(c3ccco3)N12 (centres undefined) | 17 | 19 | 13 | 22 | 24 | 15
COc1ccc(C2OC23Cc2ccccc2C3=O)cc1OC (centres undefined) | 22 | 8 | 20 | -15 | 26 | 10
CCOC(=O)C1=C(C#N)C2(CCC(OCc3ccccc3)CC2)C(=O)O1 (centres undefined) | -44 | -40 | 2 | -12 | -15 | 2
O=C1NN=C(C(O)c2ccccc2)C1(O)c1ccccc1 (centres undefined) | 18 | 2 | 0 | -6 | -1 | 8
O=C1c2ccccc2C(=O)c2c1ccc1c2OCO1 | -39 | -21 | 6 | -26 | -22 | -18
CCN(CC)CCCC(C)Nc1ncnc2c1C(c1ccccc1)C(C)(C)O2 (centres undefined) | 8 | 0 | 11 | 9 | 6 | 18
CCC(C)(C)c1cc(Br)c(NS(=O)(=O)c2ccc(N)cc2)c(Br)c1 | 0 | 16 | 10 | 13 | 54 | 26
C=C(CC(=O)NN)C(=O)NN | 1 | -22 | -3 | 12 | -24 | -5
CC(C)N(C(=O)C1(C)CC1)C(C)C | 19 | 21 | 7 | -5 | 8 | 15
Cc1ccc(Nc2c3c(c(C#N)c4nc5ccccc5n24)CCCC3)cc1 | 6 | 79* | 73* | 66 | 74* | 63
O=C(O)CCC1(CCC(=O)O)CCCCCCCCC(CCC(=O)O)(CCC(=O)O)C(=O)C1=O | 10 | 4 | -2 | 9 | 16 | -8
N#CSCC(=O)c1ccc(Cl)cc1 | 90* | 89* | 90* | 91* | 92* | 90*

Of the compounds above, 13 contain a carbonyl joined to an NH by a bond outside any ring.
molecule | mlh1 rad18 | bub3 | cln2 rad14 | mec2-1 | sgs1 mgt1 | yeast rad50
NC(=O)C(C(N)=O)c1ccnc2ccccc12 | 11 | -2 | -17 | -3 | -16 | 9
CC(=O)c1cccc(NC(=O)Nc2ccc(S(N)(=O)=O)cc2)c1 | 1 | 24 | 0 | 21 | 6 | 4
O=C(NC(CO)Cc1ccccc1)OCc1ccccc1 (centres undefined) | -8 | 8 | 5 | -5 | 0 | -4
CCOC(=O)C(/C(=N\NC(=O)OC)C(=O)Nc1cc(OC)ccc1OC)c1cnc2ccccc2n1 (centres undefined) | 1 | 15 | 19 | -3 | -45 | -6
N#Cc1c(C(=O)NN)c2c(-c3ccc4ccccc4c3)n[nH]c(=O)c2[nH]c1=O | 43 | 7 | 4 | 23 | 30 | 20
CN(C(=O)CSC(N)=O)c1ccccc1 | 60 | 70 | 47 | 21 | 62 | 63
O=C(NC(=O)c1ccccc1O)c1ccccc1 | -11 | -20 | 0 | 5 | -15 | -5
CCNC(=O)NNc1ncnc2c1c(-c1ccc(Cl)cc1)cn2-c1ccc(C)cc1 | 97* | 40 | 97* | 98* | 98* | 97*
C/C(=C/C(=O)Nn1c(Cc2ccccc2)n[nH]c1=O)C(=O)O | -2 | -14 | 16 | -9 | 12 | -21
CSCCC(NC(=O)C(CO)NC(=O)OCc1ccccc1)C(=O)O (centres undefined) | 2 | -5 | -9 | 19 | -3 | -15
CCCCCCCCCCCC(=O)Nc1ccc2ccccc2c1 | -7 | 15 | -12 | -11 | 13 | -3
NCC(=O)NC(CO)C(=O)NCC(=O)Oc1ccc([N+](=O)[O-])cc1 (centres undefined) | 28 | 7 | 19 | 14 | 17 | 34
C=C(CC(=O)NN)C(=O)NN | 1 | -22 | -3 | 12 | -24 | -5

Compound activity: PubChem BioAssay, NCI
